# Bioassay records: PubChem, National Center for Advancing Translational Sciences (NCATS)
# HTT aggregate – inhibitors of mutant huntingtin aggregate formation in PC12 cells; PC12 HttQ103-GFP aggregates, Acumen cytometry, 40 h; Potency, µM (highest dose often 46.1 µM), without a hit: at the top dose activity change, negative = inhibition, actives largely listed as inhibitors; hit rate 1.1% among 220,000; note: potency is the fitted concentration of half-maximal effect; % is set by controls: 0 for no effect and ±100 for the full control effect; nearly all actives have a fitted effect of over 60% in size
#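 Steps: seed 1500 PC12 HTTQ103-GFP cells/well; add tebufenozide, 100 nM final; add compound titration; add ATPLite reagent; quantify GFP aggregates by laser scanning cytometry.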
# L3MBTL1 inh – L3MBTL1 (human) inhibition | Q9Y468 | AlphaScreen L3MBTL1–H3K9me1 peptide binding | Potency, µM (titrated, usually from 57.1 µM), for inactives: at the highest dose activity, negative = inhibition, hits mostly inhibitors | hit rate 0.66% among 230,000 | AID 485360; note: potency is the fitted concentration of half-maximal effect; % is set by controls: 0 for no effect and ±100 for the full control effect; nearly all actives have a fitted effect of over 60% in size
#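 AlphaScreen proximity signal between nickel-chelate acceptor and streptavidin donor beads (final 10 ug/mL) reports binding of 50 nM L3MBTL1 to 75 nM biotin-H3 K9me1 peptide; complex incubated with compounds 30 min at room temperature; cefsulodin titration as control.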
# IMPase Li cell – cell-permeable IMPase inhibitors with lithium potentiation | CHO-M1 cells, IP1 TR-FRET (IP-One), carbachol + lithium | Potency, µM (top dose mostly 59.4 µM), for the others: top-dose activity, negative = IMPase inhibition, usual class: inhibitors | hit rate 0.35% among 210,000;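 note: IP1 builds up when IMPase is blocked and the TR-FRET signal falls; potency is the fitted concentration of half-maximal effect; plate controls were basal vehicle for no effect and high inhibitor control for full effect; nearly all actives have a fitted effect of over 50% in size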
#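 Concentration–response in CHO-M1 cells, lithium-potentiated; 30 min at 37C. IP1 detected by competitive TR-FRET after 10 min lysis at RT. Hill-fitted AC50.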
# Luc counter – blocks Kinase-Glo luciferase, a counter-screen artifact; Q27757; Kinase-Glo luciferase, ATP luminescence, 8 min; Potency, µM (doses to about 38.3 µM), inactives show top-dose activity change, negative = inhibition, most hits filed as inhibitors; hit rate 0.28% among 200,000; AID 1379; note: potency is the fitted concentration of half-maximal effect; % is set by controls: 0 for no effect and ±100 for the full control effect; nearly all actives have a fitted effect of over 60% in size
#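 Kinase-Glo luciferase light output from ATP and luciferin was measured with 10 uM ATP, within the enzyme's linear range. Buffer: 50 mM imidazole pH 7.2, 50 mM KCl, 7 mM MgCl2, 0.01% Tween 20, 0.05% BSA; luminescence read after 8 min at ambient temperature.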
# Epigenetic reg – epigenetic control regulation, reporter derepression; murine LDR cells, GFP reporter derepression, 30 h; Potency, µM (top dose mostly 53.9 µM), inactives show at the top dose GFP activation, usual class: activators; hit rate 0.2% among 280,000; AID 1865; note: potency is the fitted concentration of half-maximal effect; % of control where 0% means no effect; nearly all actives have a fitted effect of over 60% in size
#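 Readout is the number of GFP-expressing murine LDR cells, counted by cytometry following washing. Cells were treated with compound for 30 h at 37 C; the stably integrated CMV-GFP locus is normally silent.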
# CBFb RUNX1 block – CBF-beta/RUNX1 interaction disruption | Q01196+Q13951 | AlphaScreen CBFb-His/RUNX1-biotin binding, biochemical | Potency, µM (highest dose often 59.8 µM), for the others: at the top dose activity, negative = inhibition, most hits filed as inhibitors | 230,000 tested, under 10 active | AID 1477; note: % of control where 0% means no effect
# Target sequence (Q01196 whole entry, looked up): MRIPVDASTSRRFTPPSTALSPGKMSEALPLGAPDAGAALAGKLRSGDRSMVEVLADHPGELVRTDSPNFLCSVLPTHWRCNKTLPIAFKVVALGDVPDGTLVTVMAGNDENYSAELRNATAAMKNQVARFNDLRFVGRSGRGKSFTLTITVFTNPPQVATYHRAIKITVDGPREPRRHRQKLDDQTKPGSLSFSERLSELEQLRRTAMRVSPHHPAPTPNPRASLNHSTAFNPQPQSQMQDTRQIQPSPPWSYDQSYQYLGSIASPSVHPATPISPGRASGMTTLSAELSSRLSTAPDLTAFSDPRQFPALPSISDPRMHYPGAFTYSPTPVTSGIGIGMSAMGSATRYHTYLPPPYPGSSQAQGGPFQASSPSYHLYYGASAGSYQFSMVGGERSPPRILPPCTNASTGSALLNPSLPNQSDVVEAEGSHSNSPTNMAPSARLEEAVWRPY
# Target sequence (Q13951 whole entry, looked up): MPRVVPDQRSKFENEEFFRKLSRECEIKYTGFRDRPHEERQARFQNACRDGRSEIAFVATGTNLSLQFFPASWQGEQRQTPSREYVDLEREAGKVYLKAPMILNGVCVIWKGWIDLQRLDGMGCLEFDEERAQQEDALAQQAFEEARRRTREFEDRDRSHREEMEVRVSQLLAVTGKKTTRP
#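 Bead-based AlphaScreen assay; binding partners His-tagged CBF-beta and biotinylated RUNX1 at 30 nM each. Compound exposure 15 min after a 20-min protein preincubation; bead step 90 min; all steps at room temperature.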
# NPSR antag – antagonists of human neuropeptide S receptor cAMP signaling | Q6W5P4 | CHO-NPSR cells, cAMP TR-FRET, antagonist mode | Potency, µM (highest dose often 38.3 µM), without a hit: at the top dose activity change, negative = inhibition, most hits filed as inhibitors | hit rate 1% among 220,000; note: potency is the fitted concentration of half-maximal effect; % is set by controls: 0 for no effect and ±100 for the full control effect; nearly all actives have a fitted effect of over 50% in size; many of its hits are not listed in these tables
# Target sequence (Q6W5P4 whole entry, looked up): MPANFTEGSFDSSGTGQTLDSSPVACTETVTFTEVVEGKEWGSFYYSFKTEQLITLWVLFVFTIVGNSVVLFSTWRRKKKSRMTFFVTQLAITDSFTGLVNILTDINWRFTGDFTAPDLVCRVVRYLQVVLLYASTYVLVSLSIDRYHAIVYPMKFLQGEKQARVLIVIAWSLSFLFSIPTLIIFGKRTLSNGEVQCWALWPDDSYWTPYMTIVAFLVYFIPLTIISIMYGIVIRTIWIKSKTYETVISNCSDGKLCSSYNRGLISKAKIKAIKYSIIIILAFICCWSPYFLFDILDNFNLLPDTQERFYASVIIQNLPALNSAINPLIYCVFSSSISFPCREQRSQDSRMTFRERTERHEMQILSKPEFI
# * marks the source's active call; other numbers are inactive results; ? = inconclusive; / = no result given; & = joins results of further samples; [ ] = another dose, or the depositor's remark. Calls come from the whole dose curve; as a rule, active = well fitted curve in the direction sought with a large enough effect; inconclusive = small, poorly fitted or top-dose-only effect, or another doubt; inactive = no such curve, though single readings can be large; an effect the other way counts as inactive or inconclusive. An excerpt; the hit share may differ from the screen's.
# Short keys: A = HTT aggregate; B = L3MBTL1 inh; C = IMPase Li cell; D = Luc counter; E = Epigenetic reg; F = CBFb RUNX1 block; G = NPSR antag
Cc1ccc(NC(=O)CSCC(=O)O)c(C)c1
  A: 1% | B: -8% | C: 3%[38.3 µM] | D: -4% | E: 0.0% | F: -1% | G: -15%[46.1 µM]
COc1cc(C(C[N+](=O)[O-])c2c(N)n(C)c(=O)n(C)c2=O)ccc1O (stereo unspecified)
  A: ? | B: 6% | C: 13% | D: -2% | E: ? | F: -1% | G: 8%
O=C(c1nn2c(C(F)(F)F)cc(-c3ccco3)nc2c1Br)N1CCCc2ccccc21
  A: ? | B: -5% | C: 11%[38.3 µM] | D: 5% | E: -0.9% | F: 4% | G: ?
COc1ccc(/C=N/n2c(=O)[nH]c3c([nH]c4ccc(Cl)cc43)c2=O)cc1CN1CCCCC1
  A: 0%[9.22 µM] | B: 6% | C: / | D: / | E: 1.6% | F: 3% | G: -13%
COc1cccc(-c2nc(-c3ccc(Br)o3)no2)c1
  A: -22%[9.22 µM] | B: / | C: / | D: / | E: -0.4%&0.3% | F: 13% | G: -2%
CC(C)c1ccc(-c2c(C#N)c(N)nc(SCC(=O)N3CCCCC3)c2C#N)cc1
  A: -3% | B: / | C: ? | D: 0% | E: -3.1% | F: 4% | G: 10µM*
C=CCn1c(SC)nnc1-c1ccc2ncccc2c1
  A: 12%[9.22 µM] | B: 3% | C: / | D: / | E: -1.1% | F: 8% | G: 2%
CCCCc1cc(=O)oc2cc(OS(C)(=O)=O)ccc12
  A: 3% | B: 14% | C: -3% | D: -3% | E: -2.2% | F: 1% | G: -7%
CCOC(=O)N1CCC(N2C(=O)c3ccccc3C2Nc2ccc(S(=O)(=O)N3CCCCC3)cc2)CC1 (stereo unspecified)
  A: 10% | B: / | C: 13% | D: 0% | E: -4.8% | F: -12% | G: 10µM*
FC(F)c1nc2ccccc2[nH]1
  A: -10%[9.22 µM] | B: -29% | C: 5% | D: -6% | E: -0.1% | F: -13% | G: 15%
Cc1csc2ncnc(NNC(=O)c3ccc(Cl)cc3)c12
  A: 7%[9.22 µM] | B: 12% | C: / | D: / | E: 35µM* | F: 4% | G: 27%
O=C(/C=C/c1ccc(Cl)cc1Cl)Nc1cccc(S(=O)(=O)NC2=NCCC2)c1
  A: -11% | B: 3% | C: 14% | D: -2% | E: -1.4% | F: 1% | G: -21%
CCN(CC)S(=O)(=O)c1ccc(NS(=O)(=O)c2ccc(F)cc2)cc1
  A: -11% | B: / | C: -1%[38.3 µM] | D: 1% | E: 3.1% | F: -13% | G: -4%[46.1 µM]
CCn1c(Cc2c(C)[nH]c3ccccc23)n[nH]c1=S
  A: -19% | B: -8%[11.4 µM] | C: 28%[38.3 µM] | D: 0% | E: -1.0% | F: -2% | G: -8%[46.1 µM]
CC(C)c1cc(C(N)=O)c(NC(=O)c2cccc(COc3ccc(Cl)cc3)c2)s1
  A: -24% | B: / | C: 47%[activator][38.3 µM] | D: -5% | E: 0.0% | F: 13% | G: 10µM*
CCCCCCCc1n[nH]c(=S)n1Cc1ccccc1
  A: 20%[9.22 µM] | B: -5% | C: / | D: / | E: -1.3% | F: 5% | G: 17%
Cc1c(S(=O)(=O)N2CCN(C(c3ccccc3)c3ccccc3)CC2)c(=O)n(C)c(=O)n1C
  A: -9% | B: -12% | C: 41%[activator][38.3 µM] | D: 3% | E: 0.0% | F: 25% | G: -11%[46.1 µM]
O=C(c1ccc(Cn2cc(Br)cn2)o1)n1cccn1
  A: -5% | B: 4% | C: 15%[38.3 µM] | D: 4% | E: 2.5% | F: 5% | G: -14%[46.1 µM]
CS(=O)(=O)N1CCN(c2ccc([N+](=O)[O-])c(NCCN3CCOCC3)c2)CC1
  A: 8% | B: 0% | C: 9%[38.3 µM] | D: 0% | E: -2.0% | F: -2% | G: -10%[46.1 µM]
CCC(C)NS(=O)(=O)c1ccc(S(=O)(=O)N(CCc2ccc(OC)c(OC)c2)Cc2cccs2)cc1 (stereo unspecified)
  A: ? | B: 5% | C: 2% | D: 0% | E: 1.1% | F: 3% | G: 2%
COc1ccc(S(=O)(=O)Cc2ccc(C(=O)N3CCN(Cc4ccccc4)CC3)o2)cc1
  A: -2% | B: -5% | C: 20%[38.3 µM] | D: -2% | E: 0.0% | F: 13% | G: -8%[46.1 µM]
CN(C)c1ccc(CNC(=O)C2CCN(S(=O)(=O)c3ccc4c(c3)CCC(=O)N4)CC2)cc1
  A: 28% | B: / | C: 5%[38.3 µM] | D: -1% | E: 2.7% | F: -6% | G: -13%[46.1 µM]
O=C(O)C/C(=C\c1ccc(Cl)cc1)c1nc2ccccc2o1
  A: 24% | B: 6% | C: 0% | D: 2% | E: -2.0% | F: 3% | G: -13%
Cc1cc(NC(=O)c2ccccc2O)nc(C)n1
  A: -10% | B: -3% | C: 8% | D: -4% | E: -0.5% | F: 6% | G: -8%
CN1CCN(c2ccc(NC(=O)c3ccc4c(c3)[nH]c(=O)n4Cc3ccc(F)cc3)cc2)CC1
  A: -10% | B: -12% | C: 22% | D: 1% | E: -1.6% | F: 15% | G: 5%
Cc1cc(C)n2c(SCC(=O)Nc3cc(C)on3)nnc2n1
  A: -11% | B: 4% | C: 1% | D: 2% | E: 1.8% | F: 0% | G: 25%[46.1 µM]
CC(C)N1C(=S)SC(C)(C)C1n1oc(=O)n(-c2cccc(Cl)c2)c1=O (stereo unspecified)
  A: -7% | B: / | C: 7% | D: -1% | E: -3.5% | F: 1% | G: -20%
O=S(=O)(Nc1nccs1)c1cnc(Cl)c(Br)c1
  A: -19% | B: -1% | C: -1% | D: 2% | E: 0.0% | F: -2% | G: 1%
COc1cc2c(cc1OC)C1(O)C(=O)c3ccc(O)c(C(=O)O)c3OC1CO2 (stereo unspecified)
  A: / | B: / | C: 0% | D: -2% | E: 2.7% | F: 6% | G: /
COc1ccc2[nH]c3nc(SCc4nnc(-c5ccc(C)cc5)o4)nnc3c2c1
  A: -8% | B: / | C: 33%[activator][38.3 µM] | D: -2% | E: 6.7% | F: -5% | G: ?
C/C(=N\Nc1nc(C)cc(C)n1)c1ccc(N2CCOCC2)cc1
  A: 11µM* | B: 1% | C: 17% | D: 0% | E: -0.4% | F: -7% | G: -5%
O=C(O)c1oc2ccccc2c1CSc1ccccn1
  A: 1% | B: 7% | C: -1%[38.3 µM] | D: 1% | E: -1.4% | F: 3% | G: 1%[46.1 µM]
COc1ccc(C(C(=O)NCC2CCCO2)N(C(=O)CNC(=O)c2cccs2)c2ccc(C(C)=O)cc2)cc1OC (stereo unspecified)
  A: / | B: -15% | C: -6% | D: -1% | E: -0.1% | F: -2% | G: 1%
O=C1c2ccccc2C(=O)N1CCSc1ncn[nH]1
  A: 8% | B: 39%[activator] | C: -2% | D: -3% | E: 4.8% | F: 13% | G: 24%[46.1 µM]
COc1ccc(CCNC(=O)CSCc2ccc(F)cc2)cc1OC
  A: -14% | B: 6% | C: -5% | D: 0% | E: 1.0% | F: 3% | G: -3%[46.1 µM]
CCOc1ccc(C(=O)CCC(=O)O)cc1
  A: 10% | B: -5% | C: -17%[38.3 µM] | D: -5% | E: -1.9% | F: -3% | G: -4%[46.1 µM]
Cc1[nH]n(-c2cccc(Cl)c2)c(=O)c1C=NC12CN3CN(CN(C3)C1)C2
  A: -10% | B: -3% | C: 3%[38.3 µM] | D: -2% | E: 0.0% | F: 5% | G: 0%[46.1 µM]
O=C(CSc1nnc(Cc2ccccc2)o1)c1cc(F)ccc1F
  A: -17% | B: / | C: -14% | D: -4% | E: 4.5% | F: -14% | G: -27%
O=C(CCCc1ccccc1)NCc1ccc(F)cc1
  A: -2% | B: 5% | C: 0% | D: 2% | E: 1.1% | F: 0% | G: 8%
Nc1nc(C(F)(F)F)cc(=O)[nH]1
  A: -18%[9.22 µM] | B: 0% | C: / | D: / | E: 4.3% | F: -2% | G: -18%
COc1ccc(CCNC(=O)CC2COc3ccccc3O2)cc1OC (stereo unspecified)
  A: 8% | B: 4% | C: 4%[38.3 µM] | D: 0% | E: 0.2% | F: 0% | G: -6%[46.1 µM]
CCn1cc(CN2CCCC(CNS(=O)(=O)Cc3ccccc3)C2)cn1 (stereo unspecified)
  A: 2%[9.22 µM] | B: -2% | C: 9% | D: -1% | E: 1.5% | F: -1% | G: -9%
Cc1c(C(=O)NNC(=S)Nc2cccc(Cl)c2)nnn1-c1ccccc1
  A: ? | B: ? | C: -7% | D: 7% | E: 9.3% | F: -7% | G: -8%
COc1ccc(OC)c(NC(=O)CSc2nnc(-c3ccco3)n2-c2ccc(C(=O)O)cc2)c1
  A: -7% | B: -8% | C: 16%[38.3 µM] | D: 5% | E: -1.1% | F: 0% | G: -14%[46.1 µM]
O=c1cc2c(nn1Cc1cccc(Cl)c1)-c1ccccc1CC2
  A: -20% | B: / | C: 38%[38.3 µM] | D: -5% | E: 2.1% | F: 9% | G: -17%[46.1 µM]
O=C(NCCCN1CCCC1=O)C1CCCO1 (stereo unspecified)
  A: 26% | B: -2% | C: 10% | D: -2% | E: 1.3% | F: 11% | G: 15%

# Whole records as entered above:
# CCn1cc(CN2CCCC(CNS(=O)(=O)Cc3ccccc3)C2)cn1 (stereo unspecified) as listed: HTT aggregate = 2%[9.22 µM]; L3MBTL1 inh = -2%; IMPase Li cell = 9%; Luc counter = -1%; Epigenetic reg = 1.5%; CBFb RUNX1 block = -1%; NPSR antag = -9%
# COc1ccc(CCNC(=O)CC2COc3ccccc3O2)cc1OC (stereo unspecified) as listed: HTT aggregate = 8%; L3MBTL1 inh = 4%; IMPase Li cell = 4%[38.3 µM]; Luc counter = 0%; Epigenetic reg = 0.2%; CBFb RUNX1 block = 0%; NPSR antag = -6%[46.1 µM]
# COc1ccc(OC)c(NC(=O)CSc2nnc(-c3ccco3)n2-c2ccc(C(=O)O)cc2)c1 as listed: HTT aggregate = -7%; L3MBTL1 inh = -8%; IMPase Li cell = 16%[38.3 µM]; Luc counter = 5%; Epigenetic reg = -1.1%; CBFb RUNX1 block = 0%; NPSR antag = -14%[46.1 µM]

# 2 records picked at random from the list so far, as already listed:
# Short keys: A = HTT aggregate; B = L3MBTL1 inh; C = IMPase Li cell; D = Luc counter; E = Epigenetic reg; F = CBFb RUNX1 block; G = NPSR antag
O=c1cc2c(nn1Cc1cccc(Cl)c1)-c1ccccc1CC2
  A: -20% | B: / | C: 38%[38.3 µM] | D: -5% | E: 2.1% | F: 9% | G: -17%[46.1 µM]
Cc1c(C(=O)NNC(=S)Nc2cccc(Cl)c2)nnn1-c1ccccc1
  A: ? | B: ? | C: -7% | D: 7% | E: 9.3% | F: -7% | G: -8%
